TRPC4 inh = TRPC4 (mouse) channel inhibition. HEK293 TRPC4beta/mu-opioid, DAMGO-evoked Fluo4 calcium flux; active compounds read low. 300,000 tested, 0.39% active. AID 2247. B-score at 10 µM. Q9QUQ5;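 active means B-score over 3 SD under the library average, no early fluorescence shift, positive overall ratio signal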
Target sequence (Q9QUQ5 whole entry, looked up): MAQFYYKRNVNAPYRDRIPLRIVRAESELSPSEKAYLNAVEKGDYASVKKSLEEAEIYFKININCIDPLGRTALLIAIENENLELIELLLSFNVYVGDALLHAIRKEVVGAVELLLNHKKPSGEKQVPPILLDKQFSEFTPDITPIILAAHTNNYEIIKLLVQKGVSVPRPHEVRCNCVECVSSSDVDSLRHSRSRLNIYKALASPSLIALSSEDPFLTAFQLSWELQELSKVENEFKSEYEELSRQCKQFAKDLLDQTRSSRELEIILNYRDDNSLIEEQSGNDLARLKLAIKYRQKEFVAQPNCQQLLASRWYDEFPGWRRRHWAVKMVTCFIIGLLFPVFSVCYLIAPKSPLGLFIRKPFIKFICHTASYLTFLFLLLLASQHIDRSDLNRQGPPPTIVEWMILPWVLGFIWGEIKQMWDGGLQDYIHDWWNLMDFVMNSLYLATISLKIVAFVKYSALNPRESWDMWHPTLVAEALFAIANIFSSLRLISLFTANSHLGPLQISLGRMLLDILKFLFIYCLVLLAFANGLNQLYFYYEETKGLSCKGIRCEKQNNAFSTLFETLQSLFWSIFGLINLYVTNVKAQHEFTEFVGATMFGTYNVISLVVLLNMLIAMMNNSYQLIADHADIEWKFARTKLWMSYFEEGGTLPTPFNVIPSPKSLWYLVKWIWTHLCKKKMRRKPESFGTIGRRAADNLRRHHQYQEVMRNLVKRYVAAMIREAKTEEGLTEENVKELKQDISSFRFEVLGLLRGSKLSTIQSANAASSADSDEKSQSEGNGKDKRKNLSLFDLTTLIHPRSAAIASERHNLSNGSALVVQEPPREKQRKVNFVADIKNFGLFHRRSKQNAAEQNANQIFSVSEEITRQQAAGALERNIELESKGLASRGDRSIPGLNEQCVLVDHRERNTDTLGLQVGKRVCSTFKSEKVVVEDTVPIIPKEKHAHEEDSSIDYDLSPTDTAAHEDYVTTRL
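Signal: kinetic Fluo4 fluorescence imaging of calcium influx. Material: stable TRPC4beta/mu-opioid receptor HEK293 cells. Probe or stimulus: DAMGO in two steps, submaximal then maximal.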
MrgX1 ag = agonists of human MrgX1 receptor; Q96LB2; MrgX1-HEK293 cells, Fluo-4 calcium fluorescence, agonist mode; active compounds read high; B-score at 10 µM; 310,000 tested, 0.44% active; AID 588627;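 active means calcium response B-score plate-corrected fluorescence ratio at least 3 library SD, with starting fluorescence B-score inside 5 SD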
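times = overnight plating, then 30 min 37 °C plus 30 min room-temperature dye loading | assay system = stable human MrgX1 HEK293 cell line | input = fifteen thousand cells per well | signal = kinetic calcium dye fluorescence, Fluo-4 NW | dosing = compound delivered in addition one of three | read-out = B-scored fluorescence response ratio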
TRPC6 inhibitor = mouse TRPC6 channel inhibition. B-score at 10 µM. Q61143. 310,000 tested, 1.1% active. AID 2553. HEK293-TRPC6, membrane potential dye, ACh-evoked depolarization; active compounds read low;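 active means B-score under library mean minus 3 SD, initial fluorescence not abnormally high, positive integrated signal ratio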;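 further: B-score derived from integrated fluorescence ratio over the kinetic read; more negative B-score means stronger inhibition of depolarization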
ANO1 block = inhibitors of mouse TMEM16A calcium-activated chloride channel | Q8BHY3 | HEK293 TMEM16A/YFP iodide influx fluorescence, ionomycin | normalized B-score (activity score, 25-100; higher = stronger inhibition) at 10 µM | 310,000 tested, 1.2% active;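 active means ratio plate-corrected score three or more library SD toward inhibition, starting fluorescence score within five deviations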;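 further: score derived from kinetic fluorescence span divided by baseline fluorescence per well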
TRPC4 potent = allosterically enhances the mouse TRPC4 cation channel | Q9QUQ5 | HEK293 TRPC4beta/mu-opioid, DAMGO EC20, Fluo-4 Ca2+ flux; active compounds read high | B-score at 10 µM | 310,000 tested, 0.42% active | AID 2227;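 active means B-score of calcium response area above 5 SD of library B-scores, with initial fluorescence ratio within 5 SD of library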;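 further: B-score of integrated fluorescence ratio over time as area under calcium response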
TRPC4 agonist = activators of mouse TRPC4 channel; HEK293 TRPC4beta/mu-opioid, Fluo4 calcium fluorescence; active compounds read high; B-score at 10 µM; 310,000 tested, 0.49% active; AID 2237;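 active means B-score above 5 SD of library B-scores, and initial fluorescence ratio not above library mean plus 5 SD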;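 further: positive B-score marks a calcium rise read as TRPC4 activation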
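System – HEK293 cells stably co-expressing mouse TRPC4beta and mu-opioid receptor · Signal – Fluo4 calcium-sensitive dye fluorescence, kinetic, 1 Hz baseline · Benchmarks – buffer (low) and maximal DAMGO (high) · Read-out – B score of integrated fluorescence ratio per well · Incubation – dye loading 45 min room temperature, 110 s kinetic read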
ANO1 activ = activators or potentiators of mouse TMEM16A chloride channel; Q8BHY3; HEK293 TMEM16A/YFP-H148Q/I152L, iodide quench fluorescence; active compounds read low; B-score at 10 µM; 340,000 tested, 0.3% active;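 active means fluorescence-ratio B-score plate-corrected deviation score at least 3 library SD below zero, with starting fluorescence score within 5 deviations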;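 further: channel opened by trigger with iodide after compound preincubation; score built on the fluorescence ratio of max minus min over baseline; more negative score means more quench and so TMEM16A activation or potentiation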
RGS4 block = inhibitors of human RGS4; P49798; HEK293 M3R/RGS4 inducible, Fluo-4 calcium flux; active compounds read high; triggered by carbachol at its EC20; B-score at 10 µM; 310,000 tested, 0.45% active; AID 463165;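 active means B-score, a plate-corrected calcium signal, over three deviations above library mean, with baseline fluorescence within five deviations of library mean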;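 further: RGS4 expression induced by doxycycline in cells with stable M3 receptor; B-score is computed from the integrated fluorescence ratio over baseline after carbachol; higher B-score means a larger calcium signal and so more RGS4 inhibition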
MrgX1 allo act = allosterically activates human MrgX1 receptor signaling. B-score at 10 µM. Q96LB2. MrgX1-HEK293, Fluo-4 calcium flux, FDSS; active compounds read high. 310,000 tested, 0.63% active. AID 588675;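 active means plate-corrected calcium response at least 3 library SD above typical, normal starting fluorescence, not activating the receptor alone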;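 further: compound read alongside a low EC10 to EC30 dose of BAM8-22 agonist; peak minus trough fluorescence over baseline measured at the second addition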
TRPC6 activator = mouse TRPC6 channel activation. 310,000 tested, 0.13% active. AID 2550. Q61143. HEK293-TRPC6 membrane potential dye fluorescence; active compounds read high. B-score at 10 µM;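 active means B-score of the integrated fluorescence ratio above library mean plus 3 SD, and starting fluorescence ratio within library mean plus 5 SD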;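 further: higher score means more depolarization so channel activation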
MrgX1 antagonist = human MrgX1 receptor antagonism, primary screen; B-score at 10 µM; 310,000 tested, 1.3% active; MRGX1-HEK293 calcium flux, Fluo-4, BAM8-22 antagonism; active compounds read low; Q96LB2;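 active means calcium-response B-score plate-corrected more than 3 library SD below zero, starting fluorescence within 5 deviations, no agonist response on first addition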;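 further: peak minus trough fluorescence over baseline after final BAM8-22 challenge near maximal dose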
The depositor's hits bear a star; i = inactive; · = no result given. An unsorted share of the library; overall some 5.8% were active at least once.

Sequence of screens – ANO1 block, ANO1 activ, RGS4 block, TRPC4 potent, TRPC6 activator, TRPC4 inh, TRPC4 agonist, TRPC6 inhibitor, MrgX1 antagonist, MrgX1 allo act, MrgX1 ag
CC(C)(O)CC[C@@H](O)[C@](C)(O)[C@H]1CC[C@@]2(O)C3=CC(=O)[C@@H]4C[C@@H](O)[C@@H](O)C[C@]4(C)C3CC[C@]12C (stereo not given in full)
  i, i, i, i, i, i, i, i, i, i, i
O=C(Cc1ccccc1)Nc1ccc(NC(=O)Cc2ccccc2)c(Cl)c1
  i, i, i, i, i, i, i, i, i, i, i
O=c1c2ccccc2nc(-c2ccco2)n1-c1nc2ccccc2s1
  i, i, i, i, i, i, i, i, i, i, i
c1ccc(-c2csc(N3CCN(c4ccccn4)CC3)n2)cc1
  25*, i, i, i, i, i, i, i, i, i, i
Cc1cccc(OCC(=O)NCc2cc(C)nc3ccccc23)c1
  i, i, i, i, i, i, i, i, i, i, i
CC(=O)Nc1cc(OC(=O)c2ccco2)cc(OC(=O)c2ccco2)c1
  i, i, i, i, i, i, i, i, i, i, i
CCn1ccnc1CNC(=O)CC1C(=O)NCCN1Cc1ccccc1F (stereo not given)
  i, i, i, i, i, i, i, i, i, i, i
CCOc1ccccc1N1CC(C(=O)Nc2c(C)n(C)n(-c3ccccc3)c2=O)CC1=O (stereo not given)
  i, i, i, i, i, i, i, i, i, i, i
COc1ccc(-c2cn[nH]c2-c2ccc(OCc3ccccc3)cc2O)cc1
  i, i, i, i, i, i, i, i, i, i, i
O=C(CSCc1cnn(-c2ccccc2)c1-n1cccc1)NCc1cccnc1
  i, i, i, i, i, i, i, i, i, i, i
CCCc1cc(=O)oc2c(CN3CCCC3)c(O)ccc12
  i, i, i, i, i, i, i, i, i, i, i
Cn1c(-c2ccc([N+](=O)[O-])cc2)nc2ccccc21
  i, i, i, i, i, i, i, i, i, i, i
Cc1oc(-c2ccccc2F)nc1CS(=O)(=O)CC(=O)N1CCc2ccccc21
  i, i, ·, ·, ·, ·, ·, ·, i, i, i
O=C(/C=C/c1ccco1)NCC(=O)N/N=C/c1ccc(Cl)cc1
  i, i, i, i, i, i, i, i, -4.97*, i, i
Cc1cc(/C=C2\SC(=S)NC2=O)c(C)n1C1CC1
  i, i, i, i, i, i, i, i, i, i, i
Cc1oc(C)c(C(=O)O)c1C(=O)O
  i, i, i, i, i, i, i, i, i, i, i
C=CCn1c(SCC(=O)N2CCc3ccccc3C2)nc2ccccc2c1=O
  i, i, i, i, i, i, i, i, i, i, i
COc1ccc(C(=O)Nc2ccc(C(=O)N3CCCCC3)cc2)cc1OC
  i, i, i, i, i, i, i, i, i, i, i
COc1cc(-c2nc3ccccn3c2/N=C/c2cc(OC)c(OC)c(OC)c2)ccc1O
  i, i, i, i, i, i, i, i, i, i, i
O=C(Nc1nnc(S(=O)(=O)N2CCCCCC2)s1)c1cccc(Br)c1
  i, i, i, i, i, i, i, i, i, i, i
O=C(Nc1ccc(Cl)cn1)c1ccccc1SCc1ccccc1
  i, i, i, i, i, i, i, i, i, i, i
CCC(=O)N1CCc2cc(Br)cc(S(=O)(=O)N(C)c3ccc(OC)cc3OC)c21
  i, i, i, i, i, i, i, i, i, i, i
CC(=O)c1cccc(Nc2nc(=O)c3cccnc3s2)c1
  i, i, i, i, i, i, i, i, i, i, i
Cc1cc(C(F)F)n2nc(C(=O)Nc3ccccc3Br)nc2n1
  i, i, i, i, i, i, i, i, i, i, i
CC(=O)Nc1ccc(NC(=O)CSc2nc3nc(-c4cccs4)cc(C(F)(F)F)c3c(=O)[nH]2)cc1
  i, i, i, i, i, i, i, i, i, i, i
CCOC(=O)N1CCN(C(=O)CCCn2nnnc2CN2CCC(C)CC2)CC1
  i, i, i, i, i, i, i, i, i, i, i
CCOC(=O)c1ccc(-n2c(C)nc3c(cnn3-c3ccccc3Cl)c2=O)cc1
  i, i, i, i, i, i, i, i, i, i, i
O=C(c1cccs1)N1CCCC(c2nc3c(nnn3Cc3ccccc3Cl)c(=O)[nH]2)C1 (stereo not given)
  i, i, i, i, i, i, i, i, i, i, i
COc1ccc(C(C#N)=C2C=CC(=NO)C=C2)cc1
  i, i, i, i, i, i, i, i, i, i, i
Oc1ccccc1N1CCN(c2ncnc3sc(-c4ccccc4)cc23)CC1
  i, i, i, i, i, i, i, i, i, i, i
COc1cccc(-c2cc(C(=O)Nn3cnnc3)c3ccccc3n2)c1
  i, i, i, i, i, i, i, i, i, i, i
COc1cccc(-c2csc(N3CCN(C(=O)Nc4ccccc4OC)CC3)n2)c1
  i, i, i, i, i, ·, i, i, i, i, i
COCCCNc1oc(-c2ccccc2F)nc1C#N
  i, i, i, i, i, i, i, i, i, i, i
C[C@H](NC(=O)[C@@H]1Cc2ccccc2CN1)C(=O)Nc1ccc2c(c1)OCO2
  i, i, i, i, i, i, i, i, i, i, i
O=C1Nc2ccc(S(=O)(=O)NCCC3=CCCCC3)c3cccc1c23
  i, i, i, i, i, i, i, i, i, i, i
CCn1cc(C(=O)NCc2ccccc2)c(=O)c2cc(F)c(N3CCN(C(=O)c4ccco4)CC3)cc21
  i, i, i, i, i, i, i, i, i, i, i
Cc1ccc(Cn2ccc(NC(=O)c3cc(C(C)C)on3)n2)cc1
  i, i, i, i, i, i, i, i, i, i, i
O=C(c1ccco1)N1CCN(c2ccc(S(=O)(=O)N3CCCC3)cc2)CC1
  i, i, i, i, i, i, i, i, i, i, i
CCCCCCNC(=O)C(C#N)c1nc2ccccc2nc1N1CCCC1 (stereo not given)
  i, i, i, i, i, i, i, i, i, i, i
Cc1cc(NCc2ccco2)n2ncnc2n1
  i, i, i, i, i, i, i, i, -7.12*, i, i
O=C(CC12CC3CC(CC(C3)C1)C2)NC(=S)N1CCCCC1
  i, i, i, i, i, i, i, i, i, i, i
CS(=O)(=O)N(Cc1ccccc1)c1ccc(C(=O)NCc2ccccc2)cc1
  i, i, i, i, i, i, i, i, i, i, i
O=C(NCc1ccccn1)c1nc(-c2ccc(C(F)(F)F)cc2)no1
  i, i, i, i, i, i, i, i, i, i, i
Cc1cc(-c2ccccc2)nc2c(Br)c(C(=O)O)nn12
  i, i, i, i, i, i, i, i, i, i, i
COc1cc(OC)cc(C(=O)N[C@H](C(=O)NCc2ccco2)C(C)C)c1
  i, i, i, i, i, i, i, i, i, i, i
CCOc1cc(CNCCCN2CCOCC2)cc(Cl)c1OCC(=O)NC(C)(C)C
  i, i, i, i, i, i, i, i, i, i, i
O=C1C(=O)N(CCO)C(c2ccccc2[N+](=O)[O-])/C1=C(\O)c1ccccc1 (stereo not given)
  i, i, i, i, i, i, i, i, i, i, i
Cc1ccc(C2=NS(=O)(=O)N(C)C(C(=O)Nc3ccc4c(c3)OCO4)=C2)cc1
  25*, i, i, i, i, i, i, i, i, i, i
CCOc1ccc(Nc2nc(N)nc(CCl)n2)cc1
  i, i, i, i, i, i, i, i, i, i, i
CCc1ccc(OCc2nnc(SCC(=O)N3CCN(c4ccccc4)CC3)o2)cc1
  i, i, i, i, i, i, i, i, i, i, i

New compounds follow
Sequence of screens – ANO1 block, ANO1 activ, RGS4 block, TRPC4 potent, TRPC6 activator, TRPC4 inh, TRPC4 agonist, TRPC6 inhibitor, MrgX1 antagonist, MrgX1 allo act, MrgX1 ag
O=C(O)c1ccc2c(c1)C(=O)N(Cc1ccccc1)C2=O
  i, i, i, i, i, i, i, i, i, i, i
COc1ccc(C(=O)SC2=NCCS2)cc1
  i, i, i, i, i, i, i, i, i, i, i
CC[N+](CC)(CC)CCOc1cccc(OCC[N+](CC)(CC)CC)c1OCC[N+](CC)(CC)CC
  i, i, ·, ·, ·, ·, ·, ·, i, i, i
Cc1cc(C)cc(N(CC(=O)NCc2ccco2)C(=O)CCC(=O)Nc2nccs2)c1
  i, i, i, i, i, i, i, i, i, i, i
COc1ccc(CCNC(=O)C(C)Sc2ccc(C)cc2)cc1OC (stereo not given)
  i, i, i, i, i, i, i, i, i, i, i
NC(=O)c1nsc(C(=O)N(c2ccc(Cl)cc2)C(C(=O)NCC2CCCO2)c2cccs2)c1N (stereo not given)
  i, i, i, i, i, i, i, i, i, i, i
O=C(CNS(=O)(=O)c1cccc2nonc12)NCc1ccc(F)cc1
  i, i, i, i, i, i, i, i, i, i, i
O=C(COC(=O)c1ccc(O)cc1O)c1ccc(Cl)cc1
  i, i, i, i, i, i, i, i, i, i, i
Cc1ccc(OCCOC(=O)c2c(-c3ccccc3)noc2C)cc1
  i, i, i, i, i, i, i, i, i, i, i
Cc1ccsc1C(=O)N1CCC(CO)(Cc2ccccc2)CC1
  i, i, i, i, i, i, i, i, i, i, i
N#Cc1c(N(CCO)CCO)nc(N)c2c(N)nc3c(c12)CC(=O)N3CC1CCCO1 (stereo not given)
  i, i, i, i, i, i, i, i, i, i, i
CC(C)(C)OC(=O)CNC(=O)c1[nH]cnc1C(=O)N[C@@H](Cc1ccccc1)C(=O)OC(C)(C)C
  i, i, i, i, i, i, i, i, i, i, i
CSc1ccc(Cl)c(C(=O)OCC(=O)Nc2ccccc2OC(F)F)c1
  i, i, i, i, i, i, i, i, i, i, i
Cc1ccc2oc(=O)c3cnn(CC(=O)N(CCCN4CCOCC4)Cc4ccco4)c3c2c1
  i, i, ·, ·, ·, ·, ·, ·, i, i, i
Cc1c(N)cc[n+](CC(=O)c2ccccc2)c1C
  i, i, i, i, i, i, i, i, i, i, i
CN(C)S(=O)(=O)N1CCN(c2ccc([N+](=O)[O-])c(N3CCCCC3)c2)CC1
  i, i, i, i, i, i, i, i, i, i, i
CCCC(=N)C1=C(O)CC(CC(C)SCC)CC1=O (stereo not given)
  i, i, i, i, i, i, i, i, i, i, i
CC(=O)Oc1cc2c3c(c1)/C(=C1/SC(=S)NC1=O)C(=O)N3C(C)(C)C=C2C
  100*, i, i, i, i, i, i, -5.72*, i, i, i
O=C(CSc1nc2ccccc2[nH]1)N/N=C/c1ccncc1
  i, i, i, i, i, i, i, i, i, i, i

Screening results: PubChem BioAssay, Johns Hopkins Ion Channel Center
